Bioassay records deposited in PubChem by Broad Institute.
CFTR F508del cor: CFTR F508del correction in bronchial cells. CFBE cells, YFP halide quenching; stimulated with forskolin plus potentiator P3; % fluorescence drop versus neutral controls. activity (quench increase), % at 7.58 µM. 350,000 tested, 0.36% active. AID 720511;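 active means mean added fluorescence quench of at least 8% versus neutral control, with both replicates also reaching 8%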;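 further: cells transiently co-express mutant CFTR-F508del with the halide-sensitive YFP; corrector assay measuring rescue of mutant channel to the surface after 24 h compound exposure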
PGC1a acetyl inh: lowers PGC1a acetylation signal in U2OS cells | AlphaScreen anti-acetyl-lysine; with virally co-expressed GCN5 acetyltransferase | inhibition, % at 15.6 µM | 350,000 tested, 0.17% active;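 active means every replicate shows inhibition of at least 40%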;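 further: 0% = neutral control wells and 100% = positive control wells; some results beyond the cut were filed as inactive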
INS-1E GSIS act: primary screen for activators of insulin secretion dependent on glucose, INS-1E cells, GLuc reporter luminescence; 370,000 tested, 0.61% active; AID 743287; INS-1E GLuc reporter insulin secretion, 2-3 h; activation, % at 16.6 µM;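 active means lowest replicate activation of at least 40%, so every replicate reaches that level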;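 further: 0% = median of neutral control wells and 100% = median of IBMX positive control wells; some compounds called inactive have numbers as strong as hits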
PglD DTNB: PglD (C. jejuni) enzyme inhibition; purified PglD enzyme, DTNB colorimetric CoA detection; inhibition, % at 12.5 µM; 360,000 tested, 0.098% active; AID 602405; in the data active means inhibition above about 16%, passing the limit was not always enough; further: strong numbers were not always called active
FN deposition inh: fibronectin deposition inhibition. AH1F fibroblasts, Alexa488-fibronectin deposition fluorescence, overnight. inhibition, % at 12.6 µM. 350,000 tested, 0.086% active. AID 743247;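 active means mean inhibition across replicates of 30% or more, regardless of how many single replicates reach that level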;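 further: positive control wells lacked labelled fibronectin entirely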
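Assay system: AH1F fibroblast monolayer, labelled fibronectin deposition. Amount: 10000 cells per well. Also added: labelled fibronectin 24 nM. Compound: single-point pinned compound. Incubation: cell attachment 1 h, compound and FN exposure overnight. Detection: fluorescence after three HBSS washes, excitation 485 nm, emission 525 nm. Read-out: inhibition of fibronectin deposition signal.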
Cneo AK release: causes C. neoformans cell lysis. adenylate kinase release luminescence, 4 h; normalised: neutral wells 0, clomiphene wells 100. lysis activity, % at 15 µM. 360,000 tested, 0.2% active. AID 651654;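 active means mean lysis activity across replicates of at least 80%, whatever share of replicates individually reach that level; inactive means mean lysis activity below 80%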
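Test system: log-phase Cryptococcus neoformans yeast cells. Input: 5 × 10^6 yeast cells/mL. Medium: fresh YPD growth medium. Doses: single dose. Incubation: static 4 h at 37 °C with compound, 1 h detection. Measured by: luminescent adenylate kinase detection reagent. Read-out: signal increase indicating cell lysis. Benchmarks: Clomiphene.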
miR-122 sensor: miR-122 inhibition in Huh7 cells; Huh7 miR-122 Renilla luciferase sensor, 48 h; neutral wells = 0, positive control = 100; activation (reporter increase), % at 12.5 µM; 340,000 tested, 0.3% active; AID 602342;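 active means mean replicate activation score at least 90 and every replicate individually at or above 90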;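 further: higher luciferase means less miR-122 activity so hits act as miR-122 inhibitors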
C2C12 statin: protects C2C12 myotubes from simvastatin toxicity. 330,000 tested, 0.78% active. rescue of ATP level, % at 7.49 µM. ATP luminescence, 48 h; scaled: DMSO 0, geranylgeraniol control 100;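 active means mean ATP rescue above about 67%, or every replicate alone reaching that limit, limit read from the data, passing the limit was not always enough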;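 further: myotubes were challenged with 10 µM simvastatin during compound exposure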
Starred values were filed as active, the others as inactive; · = no result given; & = joins results of further samples; [ ] = another dose, or the depositor's remark.

SMILES	CFTR F508del cor	PGC1a acetyl inh	INS-1E GSIS act	PglD DTNB	FN deposition inh	Cneo AK release	miR-122 sensor	C2C12 statin
CCCNC(=O)[C@H]1[C@H](CO)[C@H]2Cn3c(ccc(-c4cccc(OC)c4)c3=O)[C@@H]1N2CCC	-2.1	·	10.1	-0.6	·	-2.8	-0.6[16.7 µM]	14.8
C[C@@H]1CN([C@H](C)CO)S(=O)(=O)c2ccc(C#CC(C)(C)O)cc2O[C@@H]1CN(C)Cc1ccncc1	-1.0	-0.2	18.4	1.7	7.0	-1.3	11.2[16.7 µM]	-13.0
O=C(C[C@H]1CC[C@H]2NC[C@H](O)COC[C@@H]2O1)NCc1ccc2c(c1)OCO2	3.5	-0.2	-5.9	-0.6	0.2	2.2	7.3[16.7 µM]	1.1
O=C(CCC(=O)N1CCOCC1)NCCc1ccccc1	-1.8	-0.1	4.4	2.2	3.2	1.2	-3.1	6.7
COCC(=O)N[C@@H]1C=C[C@H](CC(=O)N2CCCCC2)O[C@@H]1CO	0.5	-6.7	-2.2	·	-14.4	·	-1.4[16.7 µM]	3.2
CCn1ncc(/C=N/NS(=O)(=O)c2ccc(Cl)cc2)c1C	·	10.7	·	1.1	·	5.6	12.0	9.6
COCCSc1nnc(-c2cccc(C#N)c2)n1C	·	·	·	-0.9	·	0.9	-5.6	-1.1
C[C@@H]1CCCCO[C@@H](CN(C)C(=O)CCCN(C)C)[C@H](C)CN([C@H](C)CO)C(=O)c2cc(NC(=O)c3ccccc3)ccc2O1	-1.6	-2.3	-3.5	-0.8	·	50.4	-2.4[16.7 µM]	-1.4
COC(=O)c1ccc(NC(=O)CSc2nc(N)c(NC(=O)c3ccc(Br)o3)c(=O)[nH]2)cc1	-0.3	9.4	38.5	-2.7	-2.1	-0.7	9.4	·
CCCCCC(=O)Nc1ccc(Cl)cn1	-0.4	9.5	-4.5	-3.2	·	6.0	-8.1	0.6
Cc1ccc(NC(=O)CCCC(=O)O)c(Br)c1	·	-23.7	·	4.5	·	-2.3	-6.2	2.3
C[C@@H]1CN([C@@H](C)CO)C(=O)c2cc(NC(=O)C3CC3)ccc2O[C@H]1CN(C)Cc1ccncc1	3.1	-2.1	8.3	-2.6	·	-5.2	-4.3[16.7 µM]	8.8
Cc1noc(C)c1NC(=O)N[C@H]1C=C[C@@H](CC(=O)Nc2ccc(-c3ccccc3)cc2)O[C@H]1CO	-0.7	-16.6	-3.0	-0.8	-22.0	-1.8	-21.1[16.7 µM]	8.9
C[C@@H]1CN([C@H](C)CO)C(=O)c2cc(/C=C/c3ccccc3)cnc2O[C@H]1CN(C)C(=O)CN(C)C	3.7	8.8	4.0	0.5	4.2	-3.3	-3.5[16.7 µM]	-10.0
COc1ccc(C#Cc2ccc([C@@H]3[C@H]4CN(C(=O)Nc5ccccc5F)CCCCN4[C@H]3CO)cc2)cc1	3.3	-28.8	18.1	-0.7	·	-0.4	-2.5[16.7 µM]	-13.9
CC(SC1CCCC1)C(=O)Nc1ccnn1C(C)C (stereo not given)	·	·	·	-6.1	5.9	0.1	11.8	4.0
CC1(C)CC(=O)C2=C(C1)c1c(ccc3ccccc13)NC2c1ccco1 (stereo not given)	-1.9	-5.9	-0.3	2.5	2.5	-4.3	11.2	18.4
COCC(=O)N(C)C[C@H]1Oc2ncc(/C=C/c3ccccc3)cc2C(=O)N([C@@H](C)CO)C[C@@H]1C	-0.1	2.4	8.8	0.3	-3.3	-2.8	17.0[16.7 µM]	-2.8
O=C(COc1ncnc2scc(-c3ccc(Cl)cc3)c12)NCc1ccco1	·	4.1	·	-1.3	·	7.8	-4.9	-7.3
O=S(=O)(NC[C@@H]1[C@H](c2ccccc2)[C@@H](CO)N1CC1CC1)c1ccccc1	0.8	-0.5	24.1	-3.3	1.7	0.2	0.0[16.7 µM]	-8.6
Cc1cccc(NC(=O)NNC(=O)c2ccc3ccccc3c2)c1	-2.7	·	-2.0	2.6	1.8	1.1	·	0.3
COc1ccccc1NC(=O)N(C)C[C@@H]1Oc2cc(Br)ccc2S(=O)(=O)N([C@H](C)CO)C[C@@H]1C	0.5	-8.3	-0.9	1.8	7.2	-4.5	32.7[16.7 µM]	-14.0
COc1ccc(NC(=O)Nc2ccc3c(c2)C(=O)N([C@@H](C)CO)C[C@H](C)[C@H](CN(C)Cc2ccc(C(=O)O)cc2)O3)cc1	-1.6	3.0	2.3	-2.8	·	4.3	1.1[16.7 µM]	·
CC(C)(C)CC(C)(C)NC(=O)/C=C/C(=O)O	-1.5	10.1	-1.3	14.1	11.0	1.1	2.3	4.2
O=C(COC(=O)c1ccc(F)cc1Cl)NC1CC1	-0.1	-5.1	23.7	0.2	·	1.3	-6.5	-1.9
O=C(c1ccc(S(=O)(=O)N2CCOCC2)cc1)N(c1ccccc1)C1C=CS(=O)(=O)C1 (stereo not given)	·	·	·	-5.0	·	-2.1	-5.4	-3.3
Cc1ccc(SCC(=O)OCC(=O)NC2CCCCCC2)cc1	-2.9	·	6.8	1.2	-5.4	3.7	-1.1	6.6
CC(C)NC(=O)Nc1ccc2c(c1)C(=O)N([C@H](C)CO)C[C@@H](C)[C@H](CN(C)Cc1ccc3c(c1)OCO3)OCCCC[C@H](C)O2	-0.9	10.4	0.6	0.8	-3.2	3.4	-0.8[16.7 µM]	·
CC1(C(=O)NS(=O)(=O)c2ccccc2C(F)(F)F)CCN1C(=O)CC1CCCC1 (stereo not given)	-0.9	·	-1.2	4.3	3.8	7.5	·	-8.6
COc1ccc(-c2sc3ccc(OC)cc3c2C#CCCO)cc1	·	-6.1	26.9	-2.3	·	-2.2	24.8	0.2

3 entries drawn at random from those above:
SMILES	CFTR F508del cor	PGC1a acetyl inh	INS-1E GSIS act	PglD DTNB	FN deposition inh	Cneo AK release	miR-122 sensor	C2C12 statin
Cc1ccc(SCC(=O)OCC(=O)NC2CCCCCC2)cc1	-2.9	·	6.8	1.2	-5.4	3.7	-1.1	6.6
COc1ccccc1NC(=O)N(C)C[C@@H]1Oc2cc(Br)ccc2S(=O)(=O)N([C@H](C)CO)C[C@@H]1C	0.5	-8.3	-0.9	1.8	7.2	-4.5	32.7[16.7 µM]	-14.0
CC(C)NC(=O)Nc1ccc2c(c1)C(=O)N([C@H](C)CO)C[C@@H](C)[C@H](CN(C)Cc1ccc3c(c1)OCO3)OCCCC[C@H](C)O2	-0.9	10.4	0.6	0.8	-3.2	3.4	-0.8[16.7 µM]	·

(listing goes on)
SMILES	CFTR F508del cor	PGC1a acetyl inh	INS-1E GSIS act	PglD DTNB	FN deposition inh	Cneo AK release	miR-122 sensor	C2C12 statin
OCCNc1nc2ccccc2n1-c1ccccc1	·	6.6	26.0	-0.9	7.4	6.7	2.7	-1.6
CC(=O)Nc1ccc(NC(=O)C2Cc3c(-c4ccc5c(c4)OCO5)ccnc3O2)cc1 (stereo not given)	-5.2	10.9	-3.4	-1.6	4.6	-3.2	1.7	4.4
O=C(c1ccc(Br)o1)N1CC=C(c2ccccc2)CC1	0.2	10.7	·	10.8	2.8	0.4	-0.3	3.0
Fc1ccc(-c2nnc(-c3ccc4ccccc4c3)o2)cc1	6.4	5.3	55.1	-2.1	·	-18.3	-9.0	6.2
Cc1cc(C)c(NC(=S)N(CCN(C)C)C(C)c2cccnc2)c(C)c1 (stereo not given)	-3.1	8.3	3.5	·	8.9	·	0.2	0.5
Cc1ccc(S(=O)(=O)N(C)C(=O)NC(=O)NS(=O)(=O)c2ccccc2)cc1	-0.7	-3.2	6.7	-2.8	2.7	-0.6	-3.7	4.4
CCNC(=O)N(C)C[C@H]1N[C@@](Cc2ccccc2)(C(=O)OC)[C@H]2C(=O)N(C)C(=O)[C@@H]12	0.6	·	5.6	0.2	6.0	-0.9	·	3.7
Cc1ccc2c(c1)c1c3n2CCN=C3CCC1	·	-18.1	·	-19.3	-9.0	5.1	-7.8	1.8
CCCNC(=O)N1[C@H](C#N)[C@H](c2ccc(-c3cccnc3)cc2)[C@@H]1CO	0.7	6.1	-27.9	-1.7	-13.2	45.5	·	-0.8
CCCCCCc1ccc(N2C[C@H](CCCCC)[C@@H](CC(=O)NCc3ccc(OC)cc3)C2=O)cc1	3.2	-4.7	·	-0.6	-12.1	-0.7	-1.4	39.7
Cc1cc(S(=O)(=O)N2CCOCC2)ccc1OCC(=O)N1CCC(C(N)=O)CC1	-2.1	·	11.8	3.0	-3.4	-2.0	·	13.7
C[C@H](CO)N1C[C@H](C)[C@H](CN(C)S(C)(=O)=O)Oc2ccc(NC(=O)C3CCCCC3)cc2CC1=O	-0.2	-0.2	1.4	-1.0	·	8.7	6.3[16.7 µM]	22.1
COc1ccc(Nc2ccc(C(F)(F)F)cc2[N+](=O)[O-])cn1	-1.0	·	-0.4	5.7	·	-0.7	·	·
O=C1CCc2cc(S(=O)(=O)N3CCN(c4cccc(Cl)c4)CC3)ccc2N1	·	0.4	15.6	-3.2	2.2	-3.2	-6.1	6.0
O=C(Nc1cc(S(=O)(=O)N2CCOCC2)ccc1Oc1ccc(F)cc1)C1=COCCO1	-4.8	-13.0	-6.2	·	4.1	·	6.3	·
Cc1ccc(SCC(=O)NNC(=O)c2ccc(S(C)(=O)=O)cc2)cc1	1.8	·	9.8	2.0	12.7	-5.8	·	90.0*
CCC(=O)Nc1ccc2c(c1)C(=O)N(C)C[C@H](OC)[C@H](C)CN(Cc1ccccc1OC)[C@@H](C)CO2	·	·	1.1	-1.7	2.1	-4.2	0.7[16.7 µM]	-4.2
C[C@H]1CN([C@@H](C)CO)C(=O)Cc2cc(NC(=O)Cn3cnnn3)ccc2O[C@@H]1CN(C)C	-0.8	1.2	-5.7	14.6	·	6.7	3.7[16.7 µM]	-52.5
CN(C(=O)c1ccc(NC(=O)Cc2ccc([N+](=O)[O-])cc2)cc1)C1CC1	-1.0	·	5.3	5.7	-10.1	0.6	1.8	-10.5
CC1CCN(C(=O)CSc2nc(N)cc(N)n2)CC1	·	-5.4	·	4.9	3.9	7.6	-0.8	-10.6
COc1ccc2c(=O)c3c(=O)n(CCc4ccccc4)c(C(C)C)nc3oc2c1	3.2	-0.8	-0.4	·	-2.9	·	·	·
CN(C(=O)C1CCN(c2ncnc3c2nc2n3CCCCC2)CC1)C1CCCCC1	0.8	·	-8.1	-8.4	-4.0	1.6	·	-3.3
CCC(C)(C)NC(=O)c1ccc2c(c1)N(CC(=O)NC1CCCC1)C(=O)C(C)(C)O2	-2.3	-1.5	-0.2	-3.3	5.1	4.8	-4.3	16.7
O=C(NCCNS(=O)(=O)c1ccc(Cl)cc1)c1cc(OCC(F)(F)F)ccc1OCC(F)(F)F	·	-2.2	·	-2.4	-15.2	3.4	12.8	2.9
Cc1ccc(C)c(NC(=S)N2CCC(NC(=O)c3ccccc3)CC2)c1	1.0	·	-3.2	-0.2	-0.8	-3.0	·	0.4
CSc1nc(N)nc(SCC(=O)OC(C)C)c1C#N	·	-8.1	·	1.3	-0.9	-1.3	2.3	0.5
CC(C)(C)NC(=O)C1CCCN(S(=O)(=O)c2ccc(-n3cnnn3)cc2)C1 (stereo not given)	0.6	9.2	27.8	1.1	-8.5	6.1	-8.1	28.1
Cc1oc(C)c(C(N)=O)c1C(N)=O	·	4.0	·	2.5	·	-1.4	-3.5	16.6
C[C@@H]1CN([C@H](C)CO)C(=O)CCCn2cc(nn2)CO[C@H]1CN(C)C(=O)Nc1ccc2c(c1)OCCO2	0.8&-3.6&-0.3	5.2&-5.8&5.8	8.5&3.2	0.4&0.8&-0.3	0.6&-9.1	-2.0&-3.8&-28.1	-2.4	2.3&4.5&0.1
